GPR151 activ: activates the human receptor GPR151 | PathHunter beta-arrestin GPR151 cells, luminescence | AID 1508602 | Q8TDV0 | activation, % at 11.2 µM | 650,000 compounds, 1% hits; in the data active = activation above about 4.9%;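 also: 0% = median of compound wells and 100% = cells with positive control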
Target sequence (Q8TDV0 whole entry, looked up): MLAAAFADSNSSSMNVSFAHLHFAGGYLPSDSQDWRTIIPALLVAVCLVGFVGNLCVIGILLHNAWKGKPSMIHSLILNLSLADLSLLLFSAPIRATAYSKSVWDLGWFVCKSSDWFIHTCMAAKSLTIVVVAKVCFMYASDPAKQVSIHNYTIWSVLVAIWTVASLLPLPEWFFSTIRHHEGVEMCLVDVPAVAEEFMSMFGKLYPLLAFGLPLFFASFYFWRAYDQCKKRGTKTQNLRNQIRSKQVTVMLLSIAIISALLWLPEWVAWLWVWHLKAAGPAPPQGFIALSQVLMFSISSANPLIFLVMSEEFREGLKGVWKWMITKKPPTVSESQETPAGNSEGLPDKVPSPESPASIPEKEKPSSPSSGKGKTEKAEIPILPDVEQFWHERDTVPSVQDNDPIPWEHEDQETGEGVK
FBW7 activator: activators of human E3 ligase FBW7; AID 1259310; AlphaScreen FBW7–phospho-cyclin E peptide binding, activator screen; 650,000 compounds, 0.13% hits; normalized activity (activation), % at 26.1 µM; Q969H0; in the data active = normalized activity above about 1.9%;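 also: purified mutant Fbw7 with reduced substrate affinity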
TEAD-YAP block: TEAD-YAP interaction inhibition; HEK-TIYL cells, TEAD-Gal4/YAP UAS-luciferase luminescence; inhibition, % at 9.12 µM; 640,000 compounds, 1.4% hits; AID 1259422; in the data active = inhibition above about 32%;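 also: 0% = median of test compound wells and 100% = reference inhibitor wells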
MITF primary: inhibitors of human MITF; O75030; AlphaScreen MITF homodimerization, bead proximity signal; inhibition, % at 2.6 µM; 650,000 compounds, 0.91% hits; in the data active = inhibition above about 50%;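 also: 0% = vehicle wells with protein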
Target sequence (O75030 whole entry, looked up): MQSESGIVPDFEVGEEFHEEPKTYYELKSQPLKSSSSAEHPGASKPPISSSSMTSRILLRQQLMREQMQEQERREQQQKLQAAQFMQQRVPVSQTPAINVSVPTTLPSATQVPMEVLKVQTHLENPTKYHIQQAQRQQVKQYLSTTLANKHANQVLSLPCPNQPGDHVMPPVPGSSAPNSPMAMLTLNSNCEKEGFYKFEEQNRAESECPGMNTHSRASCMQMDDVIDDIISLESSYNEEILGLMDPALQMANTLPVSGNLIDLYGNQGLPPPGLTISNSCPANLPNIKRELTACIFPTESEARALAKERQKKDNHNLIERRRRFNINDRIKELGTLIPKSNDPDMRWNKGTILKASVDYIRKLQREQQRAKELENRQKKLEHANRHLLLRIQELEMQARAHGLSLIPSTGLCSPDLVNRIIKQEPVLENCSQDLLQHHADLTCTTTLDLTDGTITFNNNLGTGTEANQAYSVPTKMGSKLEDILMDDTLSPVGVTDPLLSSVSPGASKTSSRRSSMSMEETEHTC
* = called active by the depositor. Rows were taken by chance; overall some 3.5% were active at least once.

Values run as follows: TEAD-YAP block	GPR151 activ	FBW7 activator	MITF primary
1. CCCCNC(=O)CSc1nc2ccccc2n1CC(=O)N1CCc2ccccc21
  1	2.3	-0.1	18
2. COc1cc(OC)nc(N2CCC(C(=O)O)CC2)n1
  -10	0.2	0.0	-1
3. C=CCc1cc(/C=C2/NC(=S)N(C)C2=O)cc(OC)c1O
  -3	0.3	-0.3	-7
4. COCc1ccc([C@@H]2C[C@H]3CN(C4Cc5ccccc5C4)C(=O)[C@]34CCCN24)o1
  -6	3.8	0.4	6
5. CC(=O)NC(=O)c1cc2cc(Cl)ccc2oc1=Nc1ccc(C#N)cc1
  -4	-0.2	0.1	1
6. Cc1cc(NC(=O)C(c2ccccc2)c2ccccc2)on1
  -13	1.1	0.1	-6
7. CCOC(=O)C1(CCCc2ccccc2)CCN(C(=O)c2ocnc2C)CC1
  -2	-1.2	0.1	14
8. CCOC(=O)N1CCC(NCCNC(=O)c2cccs2)CC1
  2	-0.6	0.5	30
9. O=C(OCC(=O)c1cccc2ccccc12)c1cccs1
  -3	-2.0	-0.1	-6
10. CC(C)N1CCc2nnc(Cc3ccccc3)n2CC1
  4	1.4	-0.1	-2
11. O=C1N(CN2CCOCC2)c2ccccc2C12OCC(Br)([N+](=O)[O-])CO2 (stereo not drawn)
  -3	0.9	0.0	-14
12. Cc1cc(C)n2[nH]c(=O)c(Br)c2n1
  -1	2.9	0.0	-3
13. Nc1ncc(N=Nc2ccc(Cl)cc2)s1
  -7	2.8	-0.1	7
14. COc1ccc(CC(=O)NNC(=O)c2ccc(OC)cc2)cc1
  1	0.3	-0.1	-4
15. CCOc1ccc(NC(=O)c2cc3ccccc3cc2O)cc1
  -24	-2.5	-0.1	6
16. COc1ccc(NC(=O)NCc2ccccc2F)cc1OC
  12	1.8	0.0	7
17. COCC(=O)Nc1cc(C(=O)OC)ccc1C(=O)OC
  11	-0.8	-0.1	-5
18. O=C(Nc1cc(Cl)c(Cl)cc1Cl)c1cnc2n(c1=O)CCS2
  11	7.7*	0.2	-7
19. CN(C)N1C(N)=C(C#N)C(c2cccc(Cl)c2Cl)C2=C1CCCC2=O (stereo not drawn)
  -18	5.1*	0.2	-8
20. Cc1cc(-c2cn[nH]c2C2CCNCC2)on1
  13	-0.2	0.0	-7
21. COc1ccc(-n2c(C)nnc2SCc2nc(-c3ccc(C)cc3)no2)cc1
  1	0.7	0.0	9
22. Cc1ccc(/C(N)=N/OC(=O)c2ccccc2I)cc1
  -46	-0.9	0.0	0
23. CCOc1ccc(S(=O)(=O)Nc2ccc(-c3cn4ccc(C)cc4n3)cc2)cc1
  -22	-1.0	0.1	9
24. Cc1cc(N2CCOCC2)nc(SCc2cc3c(cc2Cl)OCO3)n1
  -19	1.8	-0.2	-11
25. CC(=O)Oc1ccc(-c2ccccc2)cc1
  -1	-0.6	-0.2	2
26. CCc1ccc(Nc2cc(C)c3ccccc3n2)cc1
  6	0.0	-0.3	-4
27. COc1cc(Nc2nc(NCCN3CCOCC3)c3ncn(C(C)C)c3n2)cc(OC)c1OC
  -15	0.6	0.6	-4
28. COc1ccc(-c2ccc(=O)n(Cc3cccc([N+](=O)[O-])c3)n2)cc1
  12	-0.3	0.1	11
29. COc1cccc(NC(=S)Nc2cc(C)cc(C)n2)c1
  -47	0.0	-0.2	2
30. Cc1nc2ccc(C(=O)N/N=C/c3ccccn3)cc2[nH]1
  -12	1.9	0.0	4
31. COc1cccc(CNc2cc(C(=O)O)ccc2C)c1O
  -12	-1.1	0.0	18
32. Cc1ccsc1C1C(C#N)=C(N)N(c2ccc(Br)cc2)C2=C1C(=O)CCC2 (stereo not drawn)
  13	-0.3	0.3	16
33. COc1ccc(N/C(=N\S(=O)(=O)c2ccccc2)c2ccccc2)cc1
  0	-0.5	-0.1	-1
34. CC(C)C(=O)Nc1nnc(Cc2cccc(Br)c2)s1
  3	1.7	0.3	12
35. CC(C)c1cc(Br)ccc1OCCCN1CCN(C)CC1
  -8	-0.6	0.0	14
36. COc1ccc(CCNC(=O)c2cc(N3CCN(Cc4ccc5c(c4)OCO5)CC3)nc3ccccc23)cc1
  7	-0.3	0.3	6
37. Cc1ccc(C2CC(C(F)(F)F)n3nc(C(=O)N(Cc4ccccc4)Cc4ccccc4)cc3N2)cc1 (stereo not drawn)
  6	0.4	0.1	8
38. CCOc1cc(-c2nnc(SCC(=O)NC3CCCCC3)nc2-c2ccc(OC)c(OCC)c2)ccc1OC
  14	2.2	-0.1	11
39. CCCC1=NN2C(=N)/C(=C/c3ccc(OC(C)c4ccccc4)c(OC)c3)C(=O)N=C2S1 (stereo not drawn)
  -4	-1.0	0.6	20
40. CCc1ccc(NC(=O)COc2ccc(N3CC(C(N)=O)CC3=O)cc2)cc1 (stereo not drawn)
  6	0.9	0.0	3
41. COc1ccc(S(=O)(=O)NC(CSCC(=O)Nc2ccc(NC(C)=O)cc2)C(=O)O)cc1 (stereo not drawn)
  -14	0.3	0.2	-9
42. N#Cc1c(NC(=O)c2ccc(S(=O)(=O)N3CCCCC3)cc2)sc2c1CCC2
  -4	-1.0	0.0	-7
43. CC(C)(CNC(=O)C1c2ccccc2-c2ccccc21)N1CCOCC1
  -8	0.1	0.0	-4
44. CCC(C)n1c(SCC(=O)N2CCCC2)nc2ccsc2c1=O (stereo not drawn)
  0	1.2	0.2	16
45. CCCn1c(O)c(CN2CCCC(C)C2)c(C)c(C#N)c1=O (stereo not drawn)
  -3	-0.1	0.0	17
46. COc1ccc(O)c(C(=O)CC(=O)c2ccccc2Cl)c1
  15	-3.3	0.0	-10
47. COc1cc(OC)nc(Oc2cccnc2C(=O)NNc2ccccc2)n1
  -7	1.8	-0.8	54*
48. CCNc1c(NS(=O)(=O)c2ccc(OC)c(OC)c2)c(=O)oc2ccccc12
  1	-0.8	0.1	-3
49. C=CCN1C(=O)NC(=O)/C(=C/c2cn(Cc3ccccc3F)c3ccccc23)C1=O
  8	-1.0	0.1	-1
50. N#Cc1ccc(C(=O)OCC(=O)N2CCCC2)cc1
  1	0.1	0.4	15
51. CC(=O)Nc1nc(/C=C/c2ccccc2)c([N+](=O)[O-])c(=O)[nH]1
  -11	0.2	-0.2	3
52. O=C1N[C@@H](CO)C(=O)N2CCN(CCc3ccccc3)C[C@H]12
  -7	1.9	0.1	2
53. O=C1Nc2ccc(S(=O)(=O)Nc3ccc(Cl)c(Cl)c3)c3cccc1c23
  9	-1.3	-0.1	5
54. CCOc1ccc(NC2OC(C)C(O)C(O)C2O)c([N+](=O)[O-])c1 (stereo not drawn)
  -5	-1.1	-0.3	0
55. C=Cc1ccc(Cn2c(C)c(CNCc3ccc(CC)cc3)c(C(=O)O)c2C)cc1
  9	0.4	-0.4	12
56. CS(=O)(=O)N1CCC(Oc2cccc(C(=O)N3CCCCC3CCO)c2)CC1 (stereo not drawn)
  -3	-1.4	-0.1	1
57. CC(C)CCNC(=O)c1cc(-c2ccccc2)nc2ccccc12
  17	-1.0	0.2	7
58. O=C1OC(c2ccccc2Br)=N/C1=C\c1cccc(C(F)(F)F)c1
  6	0.0	0.0	7
59. COc1ccc(-c2nc3s/c(=C\c4ccc(OC(C)=O)cc4)c(=O)n3n2)cc1
  0	0.2	0.0	-9
60. CCOC(=O)Cn1nc(C)n2c(cc3ccsc32)c1=O
  -5	1.0	-0.1	-1

Full records, looked up by structure. Order of screens: TEAD-YAP block, GPR151 activ, FBW7 activator, MITF primary
Profile of `CCNc1c(NS(=O)(=O)c2ccc(OC)c(OC)c2)c(=O)oc2ccccc12` → 1, -0.8, 0.1, -3
Profile of `C=Cc1ccc(Cn2c(C)c(CNCc3ccc(CC)cc3)c(C(=O)O)c2C)cc1` → 9, 0.4, -0.4, 12
Profile of `COc1cc(OC)nc(Oc2cccnc2C(=O)NNc2ccccc2)n1` → -7, 1.8, -0.8, 54*
Profile of `CC(=O)Nc1nc(/C=C/c2ccccc2)c([N+](=O)[O-])c(=O)[nH]1` → -11, 0.2, -0.2, 3
Profile of `C=CCN1C(=O)NC(=O)/C(=C/c2cn(Cc3ccccc3F)c3ccccc23)C1=O` → 8, -1.0, 0.1, -1

More records follow:
Values run as follows: TEAD-YAP block	GPR151 activ	FBW7 activator	MITF primary
61. O=C(c1ccccn1)N1CCCC1c1nc2ccccc2[nH]1 (stereo not drawn)
  5	3.0	-0.1	-1
62. O=C(Cc1ccccc1)N1CCC(=O)N(CC2CC2)CC1
  0	9.9*	-0.1	10
63. CCN(CC)c1ccc2cc(-c3nnc(Nc4ccccc4Cl)s3)c(=O)oc2c1
  -4	-0.4	0.0	-17
64. COc1ccc(CCNC(=O)c2cnc(Nc3ccc(N4CCOCC4)cc3)s2)cc1
  -13	2.6	0.2	-1
65. Cc1nc2c(c(=O)[nH]1)CN(Cc1cccn1C)CC2
  -17	-0.4	0.3	9
66. O=C(NCCN1CCN(c2ccccc2)CC1)C1(S(=O)(=O)c2ccc(Cl)cc2)CC1
  9	0.7	0.0	4
67. Cc1cc(C)cc(OCC(=O)Nc2cccc(Cl)c2)c1
  6	-0.2	-0.1	2
68. O=C(Cc1ccc(Cl)s1)Nc1nc2c(s1)CCc1ccccc1-2
  -1	-0.5	-0.1	1
69. CCCCC(C(=O)Nc1ccccc1C)N1C(=O)c2ccccc2C1=O (stereo not drawn)
  1	1.9	-0.2	-5
70. O=C1NC(=Nc2ccccc2)c2ccc([N+](=O)[O-])cc21
  4	-1.0	0.1	-7
71. COc1ccc(OC)c(/C=C2\SC(=Nc3ccc(O)cc3)NC2=O)c1
  54*	1.5	0.0	5
72. COc1ccccc1C(=O)Nc1ccc(Cl)cc1[N+](=O)[O-]
  -7	1.6	-0.1	8
73. Cc1ccc(-c2csc(NC(=O)c3ccc(S(=O)(=O)N4CCCCC4)cc3)n2)c(C)c1
  5	-0.4	0.5	12
74. C/C(=N\NC(=O)c1cc2ccccc2cc1O)c1cccs1
  20	-0.4	0.2	12
75. CCOC(=O)c1c(NC(=O)CSc2nnc(CNC(=O)c3ccccc3OC)n2CCc2ccccc2)sc2c1CCC2
  -4	0.4	0.5	3
76. C[C@@H]1C[C@@H](C(=O)NCC2CCC3(CCN(Cc4ccccc4)CC3)O2)NC(=S)N1 (stereo partly drawn)
  6	-1.1	0.2	23
77. NS(=O)(=O)c1ccc(NC(=O)CN2CC(=O)NC(=O)C2)cc1
  7	1.8	0.7	3
78. CC1=C(c2ccc(C)cc2)S(=O)(=O)N=C1N1CCN(C(=O)c2ccco2)CC1
  -5	-0.5	-0.1	10
79. CCOC(=O)c1sc(-c2ccccc2)c(C#N)c1C
  -2	-2.3	0.0	11
80. COc1ccc(CN(C)Cn2nc(-c3ccncc3)n(C)c2=S)cc1
  8	1.1	-0.1	-7

Structures above that have a CF3 group, in the order listed:
Values run as follows: TEAD-YAP block	GPR151 activ	FBW7 activator	MITF primary
37. Cc1ccc(C2CC(C(F)(F)F)n3nc(C(=O)N(Cc4ccccc4)Cc4ccccc4)cc3N2)cc1 (stereo not drawn)
  6	0.4	0.1	8
58. O=C1OC(c2ccccc2Br)=N/C1=C\c1cccc(C(F)(F)F)c1
  6	0.0	0.0	7

(continued)
Values run as follows: TEAD-YAP block	GPR151 activ	FBW7 activator	MITF primary
81. O=C1C(=O)N(Cc2cccnc2)C(c2cccc(F)c2)/C1=C(/O)c1ccccc1 (stereo not drawn)
  4	-0.4	0.9	6
82. CCN(CC)C(=O)CSc1nc2ccc(C)cc2[nH]1
  -59	2.1	0.2	0
83. O=C(N/N=C\c1cc([N+](=O)[O-])ccc1Cl)c1ccc(=O)[nH]n1
  -4	4.3	-0.1	0
84. OCCC1CN(Cc2ccc3ncccc3c2)CCN1CCc1ccccc1 (stereo not drawn)
  -13	3.0	-0.1	0
85. COCCNc1nc2ccccn2c(=O)c1/C=C1\SC(=S)N(CC(C)C)C1=O
  9	-0.2	0.0	6
86. CCc1ccc(OCCOCC(O)CNC(C)C)cc1 (stereo not drawn)
  -3	-0.8	0.3	25
87. COc1ccc(N2C(=O)CC(N(CCc3ccccc3)C(=O)CCC(=O)O)C2=O)cc1 (stereo not drawn)
  1	1.8	0.1	0
88. COc1ccc(-n2nc(C(=O)NCCCN3CCOCC3)c3ccccc3c2=O)c(OC)c1
  -9	1.5	0.0	2
89. C=CCNS(=O)(=O)c1ccc(SC)cc1
  0	2.9	-0.1	20
90. COc1cccc(CSc2nnc(-c3cc(OC)cc(OC)c3)o2)c1
  2	-1.0	-0.1	-4
91. O=C(NCc1cccnc1)c1cc2c(=O)n3ccccc3nc2s1
  -19	-0.1	0.0	-12
92. C=CCc1ccc(/C=N/Nc2ccc(-n3ccnc3)nn2)cc1
  -1	0.8	0.7	6
93. COc1cc(/C=C(\NC(=O)c2ccccc2)C(=O)Nc2cccc(O)c2)ccc1OC(C)=O
  -5	-0.4	-0.1	2
94. CC(C)(C)C(=O)Nc1nc(CC(=O)Nc2ccc(Cl)cc2)cs1
  26	1.0	0.7	3
95. Cc1ccc(C2=NN(CC(=O)NCC3CCCO3)C(=O)CC2)cc1 (stereo not drawn)
  3	-0.9	0.0	0
96. COc1cccc(C(=O)Oc2ccc(/C=C3/C(=N)N4OC(C)=CC4=NC3=O)cc2OC)c1
  11	0.5	0.2	3
97. COC(=O)c1c(OCCN2CCCC2=O)cc(=O)n2c1CCN(Cc1ccccc1)CC2
  2	-1.1	-0.1	9
98. CCCCN(CCCC)C(=O)CCN1C(=O)C2C3C=CC(C3)C2C1=O (stereo not drawn)
  5	0.1	-0.3	0
99. O=C(CCCn1nnc2ccccc2c1=O)N1CCN(Cc2ccccc2)CC1
  4	-0.4	0.0	5
100. COCCNC(=O)C1CCCN(c2cc(C)nc(C)n2)C1 (stereo not drawn)
  -1	0.6	-0.1	-2
101. O=C(Oc1ccc2cc(Br)ccc2c1)c1ccco1
  12	3.4	0.1	5

High-throughput results from PubChem BioAssay.
